TRPC4 PAM – allosterically enhances the mouse TRPC4 cation channel. Q9QUQ5. actives 0.42% (n = 310,000). B-score at 10 µM. HEK293 TRPC4beta/mu-opioid, DAMGO EC20, Fluo-4 Ca2+ flux; hits give high values;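 active = B-score of calcium response area above 5 SD of library B-scores, with initial fluorescence ratio within 5 SD of library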;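 note: B-score of integrated fluorescence ratio over time as area under calcium response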
KCNQ1 pot – human KCNQ1 channel potentiation or activation; P51787; CHO-K1 KCNQ1, thallium flux FluxOR fluorescence; hits give high values; B-score at 10 µM; actives 0.35% (n = 310,000); AID 2648;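 active = fluorescence ratio B-score, a plate-corrected score, at least three library SD, with initial intensity B-score within 5 SD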
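Material: CHO-K1 cells stably expressing KCNQ1. Medium: assay buffer for compound exposure, DMSO matched across wells. Reagent: K+/Tl+ depolarizing stimulus. Compound dosing: single-concentration screen. Times: 37 °C overnight plating, 90-min dark dye load, 20-min compound pretreatment. Technique: FluxOR Tl+ flux fluorescence.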
Dyrk1A ADPGlo – Dyrk1A (rat) kinase inhibition | Q63470 | ADP-Glo luminescence, NFATc1 peptide | inhibition, % at 12.5 µM | actives 0.43% (n = 310,000); in the data active = inhibition above about 50%;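 note: plate controls were vehicle with enzyme for no effect and no enzyme for full effect; many of its hits are not listed in these tables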
hERG rescue – shields human hERG channel from block by proarrhythmic agents; Q12809; CHO-hERG, FluxOR thallium flux, dofetilide IC70 present; activation (rescue from dofetilide block), less the hit threshold, % at 10 µM; actives 0.51% (n = 310,000); AID 1511;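 active = activation above the mean of controls blocked by dofetilide plus 5 SD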;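 note: thallium influx through hERG after potassium depolarization seen as dye fluorescence rise; in these data hits start at about 4.7%; inactives centre near -7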
KCNQ1 inh – inhibitors of human KCNQ1 potassium channel | P51787 | CHO-K1 KCNQ1, FluxOR thallium flux fluorescence; hits give high values | B-score at 10 µM | actives 1.3% (n = 310,000);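 active = compounds whose thallium flux B-score, printed positive for inhibition, exceeds three library SD while starting fluorescence stays within three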;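 note: channel opened by potassium depolarization with thallium stimulus after 20 min compound exposure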
TRPC4 agonist – activators of mouse TRPC4 channel | Q9QUQ5 | HEK293 TRPC4beta/mu-opioid, Fluo4 calcium fluorescence; hits give high values | B-score at 10 µM | actives 0.49% (n = 310,000) | AID 2237;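 active = B-score above 5 SD of library B-scores, and initial fluorescence ratio not above library mean plus 5 SD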;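 note: positive B-score marks a calcium rise read as TRPC4 activation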
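Material: HEK293 stable line with TRPC4beta plus mu-opioid receptor; technique: Fluo4 calcium-sensitive dye fluorescence, kinetic, 1 Hz baseline; timing: Fluo4 dye loading 45 min at room temperature, 110 s recording; controls: assay buffer as low control, maximal DAMGO as high control; read-out: integrated baseline-normalised fluorescence ratio, converted to per-well B score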
KCNK9 block – inhibitors of human KCNK9 two-pore domain potassium channel; HEK293 KCNK9, FluxOR thallium flux fluorescence; hits give low values; B-score at 10 µM; actives 1.2% (n = 310,000); AID 488922;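 active = ratio B-score over 3 SD below the library mean, with starting fluorescence within 5 SD of its mean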;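 note: negative B-score means less thallium flux so channel inhibition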
HDAC3 inh – inhibitors of human histone deacetylase 3; recombinant HDAC3, fluorogenic peptide/trypsin coupled, fluorescence; inhibition, % at 8.3 µM; actives 0.15% (n = 320,000); in the data active = inhibition above about 26%, passing the limit was not always enough; inconclusive = no clear call, values can overlap the other calls
ANO1 block – blocks the mouse calcium-activated chloride channel TMEM16A | Q8BHY3 | HEK293 TMEM16A/YFP iodide influx fluorescence, ionomycin | normalized B-score (activity score, 25-100; higher = stronger inhibition) at 10 µM | actives 1.2% (n = 310,000);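 active = ratio plate-corrected score three or more library SD toward inhibition, starting fluorescence score within five deviations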;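 note: score derived from kinetic fluorescence span divided by baseline fluorescence per well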
Target sequence (Q8BHY3 whole entry, looked up): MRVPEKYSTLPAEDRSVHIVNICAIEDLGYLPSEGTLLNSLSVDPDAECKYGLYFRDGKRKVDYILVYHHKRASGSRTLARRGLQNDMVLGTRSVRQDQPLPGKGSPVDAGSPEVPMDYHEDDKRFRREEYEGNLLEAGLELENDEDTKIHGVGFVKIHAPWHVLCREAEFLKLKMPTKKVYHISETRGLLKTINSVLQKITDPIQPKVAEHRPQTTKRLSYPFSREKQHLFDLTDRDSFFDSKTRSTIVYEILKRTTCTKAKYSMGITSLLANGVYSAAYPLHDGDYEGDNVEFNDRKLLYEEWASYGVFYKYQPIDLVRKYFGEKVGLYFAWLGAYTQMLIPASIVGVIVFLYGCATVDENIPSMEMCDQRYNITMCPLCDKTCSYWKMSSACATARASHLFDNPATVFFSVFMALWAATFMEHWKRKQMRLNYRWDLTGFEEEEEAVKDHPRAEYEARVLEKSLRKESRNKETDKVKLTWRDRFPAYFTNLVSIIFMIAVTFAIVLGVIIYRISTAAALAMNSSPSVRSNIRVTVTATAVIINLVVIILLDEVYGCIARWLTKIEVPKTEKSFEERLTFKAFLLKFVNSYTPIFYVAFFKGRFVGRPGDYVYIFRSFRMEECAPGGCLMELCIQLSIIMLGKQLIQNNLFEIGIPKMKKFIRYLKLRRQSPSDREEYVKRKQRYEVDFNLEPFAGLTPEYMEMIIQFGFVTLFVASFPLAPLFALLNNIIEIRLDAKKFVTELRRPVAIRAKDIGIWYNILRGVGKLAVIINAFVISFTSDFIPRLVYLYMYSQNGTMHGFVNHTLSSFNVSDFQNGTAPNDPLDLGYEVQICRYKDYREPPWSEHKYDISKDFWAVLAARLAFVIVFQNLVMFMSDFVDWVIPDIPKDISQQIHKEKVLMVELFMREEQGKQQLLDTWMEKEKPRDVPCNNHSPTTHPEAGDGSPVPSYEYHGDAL
TMEM16A act – activators or potentiators of mouse TMEM16A chloride channel; actives 0.3% (n = 340,000); B-score at 10 µM; HEK293 TMEM16A/YFP-H148Q/I152L, iodide quench fluorescence; hits give low values; Q8BHY3; AID 623877;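 active = fluorescence-ratio B-score plate-corrected deviation score at least 3 library SD below zero, with starting fluorescence score within 5 deviations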;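 note: channel opened by trigger with iodide after compound preincubation; score built on the fluorescence ratio of max minus min over baseline; more negative score means more quench and so TMEM16A activation or potentiation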
KCNK3 block – human KCNK3 channel inhibition, primary screen. O14649. CHO-KCNK3 thallium flux, FluxOR fluorescence; hits give low values. B-score at 10 µM. actives 0.84% (n = 340,000). AID 602410;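 active = B-score under library mean minus 4 SD, starting fluorescence ratio at most library mean plus 5 SD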;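 note: more negative B-score means stronger inhibition of thallium flux through KCNK3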
* = called active by the depositor. An excerpt (hit frequency here may not be typical).

`CC(NC(=O)Cn1cnc2c1c(=O)n(C)c(=O)n2C)c1ccccc1` (stereo not given) gave TRPC4 PAM inactive, KCNQ1 pot inactive, Dyrk1A ADPGlo -4, hERG rescue -12, KCNQ1 inh inactive, TRPC4 agonist inactive, KCNK9 block inactive, HDAC3 inh -7, ANO1 block inactive, TMEM16A act inactive and KCNK3 block inactive.
CCN1CCN(C(=O)CCn2c(=O)c3cccn3c3cccnc32)CC1 was read as TRPC4 PAM inactive, KCNQ1 pot inactive, Dyrk1A ADPGlo -3, hERG rescue -3, KCNQ1 inh inactive, TRPC4 agonist inactive, KCNK9 block inactive, HDAC3 inh 0, ANO1 block inactive, TMEM16A act inactive and KCNK3 block inactive.
Screening CCCC(c1nnnn1CS(=O)(=O)c1ccc(C)cc1)N1CCN(c2ccccc2)CC1 (stereo not given) returned TRPC4 PAM inactive, KCNQ1 pot inactive, Dyrk1A ADPGlo 4, hERG rescue -4, KCNQ1 inh inactive, TRPC4 agonist inactive, KCNK9 block inactive, HDAC3 inh 1, ANO1 block inactive, TMEM16A act inactive and KCNK3 block inactive.
CC(C)CC(NC(=O)C1CCC(C)CC1)C(=O)Nc1ccccc1F (stereo not given) was read as TRPC4 PAM inactive, KCNQ1 pot inactive, Dyrk1A ADPGlo -5, hERG rescue -2, KCNQ1 inh inactive, TRPC4 agonist inactive, KCNK9 block inactive, HDAC3 inh 0, ANO1 block inactive, TMEM16A act inactive and KCNK3 block inactive.
CCc1ccc(NC(=O)Nc2ccsc2C(=O)OC)cc1 was read as TRPC4 PAM inactive, KCNQ1 pot inactive, Dyrk1A ADPGlo 17, hERG rescue -16, KCNQ1 inh inactive, TRPC4 agonist inactive, KCNK9 block inactive, HDAC3 inh 8, ANO1 block inactive, TMEM16A act inactive and KCNK3 block -11*.
`Cc1c(C(=O)NCc2cccnc2)oc2ccc(S(=O)(=O)N3CCCC(C)C3)cc12` (stereo not given) gave TRPC4 PAM inactive, KCNQ1 pot inactive, Dyrk1A ADPGlo -3, hERG rescue -14, KCNQ1 inh inactive, TRPC4 agonist inactive, KCNK9 block inactive, HDAC3 inh 2, ANO1 block inactive, TMEM16A act inactive and KCNK3 block inactive.
Screening O=C1c2ccccc2C(=O)N1CC1CCCO1 (stereo not given) returned TRPC4 PAM inactive, KCNQ1 pot inactive, Dyrk1A ADPGlo -7, hERG rescue -4, KCNQ1 inh inactive, TRPC4 agonist inactive, KCNK9 block inactive, HDAC3 inh 5, ANO1 block inactive, TMEM16A act inactive and KCNK3 block inactive.
Cc1ccc(NC(=O)c2ccc3ccccc3n2)cc1S(=O)(=O)N1CCOCC1 was read as TRPC4 PAM inactive, KCNQ1 pot inactive, Dyrk1A ADPGlo -4, hERG rescue -7, KCNQ1 inh inactive, TRPC4 agonist inactive, KCNK9 block inactive, HDAC3 inh 2, ANO1 block inactive, TMEM16A act inactive and KCNK3 block inactive.
O=C(CCn1c(=O)oc2ccccc21)N1CCN(c2ccccc2F)CC1 was read as TRPC4 PAM inactive, KCNQ1 pot inactive, Dyrk1A ADPGlo -5, hERG rescue 5.3*, KCNQ1 inh inactive, TRPC4 agonist inactive, KCNK9 block inactive, HDAC3 inh 0, ANO1 block inactive, TMEM16A act inactive and KCNK3 block inactive.
CSc1nncc(-c2ccccc2)n1 was read as TRPC4 PAM inactive, KCNQ1 pot inactive, hERG rescue -10, KCNQ1 inh inactive, TRPC4 agonist inactive, KCNK9 block inactive, HDAC3 inh 4, ANO1 block inactive, TMEM16A act inactive and KCNK3 block inactive.
Screening CCCOC(=O)c1ccc(Oc2cn[nH]c2-c2ccc(OCC(=O)NN)cc2O)cc1 returned TRPC4 PAM inactive, KCNQ1 pot inactive, Dyrk1A ADPGlo 1, hERG rescue -8, KCNQ1 inh inactive, TRPC4 agonist inactive, KCNK9 block inactive, HDAC3 inh 6, ANO1 block inactive, TMEM16A act inactive and KCNK3 block inactive.
Cn1cc(CNC(=O)c2sc3cccc(Cl)c3c2Cl)cn1 was read as TRPC4 PAM inactive, KCNQ1 pot inactive, Dyrk1A ADPGlo 14, hERG rescue -16, KCNQ1 inh inactive, TRPC4 agonist inactive, KCNK9 block inactive, HDAC3 inh 4, ANO1 block inactive, TMEM16A act inactive and KCNK3 block inactive.

Nothing new here: an excerpt of the list.
Screening CCCOC(=O)c1ccc(Oc2cn[nH]c2-c2ccc(OCC(=O)NN)cc2O)cc1 returned TRPC4 PAM inactive, KCNQ1 pot inactive, Dyrk1A ADPGlo 1, hERG rescue -8, KCNQ1 inh inactive, TRPC4 agonist inactive, KCNK9 block inactive, HDAC3 inh 6, ANO1 block inactive, TMEM16A act inactive and KCNK3 block inactive.
Cn1cc(CNC(=O)c2sc3cccc(Cl)c3c2Cl)cn1 was read as TRPC4 PAM inactive, KCNQ1 pot inactive, Dyrk1A ADPGlo 14, hERG rescue -16, KCNQ1 inh inactive, TRPC4 agonist inactive, KCNK9 block inactive, HDAC3 inh 4, ANO1 block inactive, TMEM16A act inactive and KCNK3 block inactive.

Other structures follow.
Screening Cc1ccc2c(c1)C(c1ccccc1)N(C(=O)c1cccc([N+](=O)[O-])c1)CC(=O)N2 (stereo not given) returned TRPC4 PAM inactive, KCNQ1 pot inactive, Dyrk1A ADPGlo -7, hERG rescue -9, KCNQ1 inh inactive, TRPC4 agonist inactive, KCNK9 block inactive, HDAC3 inh 6, ANO1 block inactive, TMEM16A act inactive and KCNK3 block inactive.
For CCN(Cc1cccc(OC)c1)CC1CCCN(CCc2cccc(OC)c2)C1 (stereo not given) the results were TRPC4 PAM inactive, KCNQ1 pot inactive, Dyrk1A ADPGlo 4, hERG rescue -8, KCNQ1 inh inactive, TRPC4 agonist inactive, KCNK9 block inactive, HDAC3 inh 0, ANO1 block inactive, TMEM16A act inactive and KCNK3 block inactive.
COCCCNc1nc2ccccc2nc1NS(=O)(=O)c1cccc(Cl)c1 was read as TRPC4 PAM inactive, KCNQ1 pot inactive, Dyrk1A ADPGlo 0, hERG rescue -4, KCNQ1 inh inactive, TRPC4 agonist inactive, KCNK9 block inactive, HDAC3 inh 14, ANO1 block inactive, TMEM16A act inactive and KCNK3 block inactive.
For Cn1c(=O)c2c(nc(Sc3ncnn3CC(=O)N3CCOCC3)n2C)n(C)c1=O the results were TRPC4 PAM inactive, KCNQ1 pot inactive, Dyrk1A ADPGlo -4, hERG rescue -2, KCNQ1 inh inactive, TRPC4 agonist inactive, KCNK9 block inactive, HDAC3 inh 6, ANO1 block inactive, TMEM16A act inactive and KCNK3 block inactive.
Screening Cc1cc(-c2ccco2)n(CC(=O)NCCN(C)C)n1 returned TRPC4 PAM inactive, KCNQ1 pot inactive, Dyrk1A ADPGlo 0, hERG rescue -11, KCNQ1 inh inactive, TRPC4 agonist inactive, KCNK9 block inactive, HDAC3 inh 4, ANO1 block inactive, TMEM16A act inactive and KCNK3 block inactive.
`CCOC(=O)C1CCCN(C(=O)CCNC(=O)Cn2ccc3ccccc3c2=O)C1` (stereo not given) gave TRPC4 PAM inactive, KCNQ1 pot inactive, Dyrk1A ADPGlo -8, hERG rescue -4, KCNQ1 inh inactive, TRPC4 agonist inactive, KCNK9 block inactive, HDAC3 inh -2, ANO1 block inactive, TMEM16A act inactive and KCNK3 block inactive.
COC(=O)[C@@]12CCCCN1[C@H](c1ccc(SC3CCCCC3)cc1)[C@@H]1C(=O)N(C)C(=O)[C@@H]12 was read as TRPC4 PAM inactive, KCNQ1 pot inactive, Dyrk1A ADPGlo -4, hERG rescue -6, KCNQ1 inh inactive, TRPC4 agonist inactive, KCNK9 block inactive, HDAC3 inh 1, ANO1 block inactive, TMEM16A act -7.9* and KCNK3 block inactive.
`CC(C)NOC(=O)c1ccc(Cl)cc1` gave TRPC4 PAM inactive, KCNQ1 pot inactive, Dyrk1A ADPGlo -2, hERG rescue -7, KCNQ1 inh inactive, TRPC4 agonist inactive, KCNK9 block inactive, HDAC3 inh -3, ANO1 block inactive, TMEM16A act inactive and KCNK3 block inactive.
Screening O=C(CN(Cc1ccccc1)C1=NCCS1)c1ccc(Cl)cc1 returned TRPC4 PAM inactive, KCNQ1 pot inactive, Dyrk1A ADPGlo 6, hERG rescue -12, KCNQ1 inh inactive, TRPC4 agonist inactive, KCNK9 block inactive, HDAC3 inh inconclusive, ANO1 block inactive, TMEM16A act inactive and KCNK3 block inactive.
For COc1cc(/C=N/Nc2nc(=O)[nH]nc2C)cc([N+](=O)[O-])c1O the results were TRPC4 PAM inactive, KCNQ1 pot inactive, Dyrk1A ADPGlo 26, hERG rescue -7, KCNQ1 inh inactive, TRPC4 agonist inactive, KCNK9 block inactive, HDAC3 inh 10, ANO1 block inactive, TMEM16A act inactive and KCNK3 block inactive.
`O=S(=O)(c1ccc2ccccc2c1)N1CCN(C(=S)Nc2ccc(F)c(Cl)c2)CC1` gave TRPC4 PAM inactive, KCNQ1 pot inactive, Dyrk1A ADPGlo -3, hERG rescue -17, KCNQ1 inh inactive, TRPC4 agonist inactive, KCNK9 block inactive, HDAC3 inh 2, ANO1 block inactive, TMEM16A act inactive and KCNK3 block inactive.
CCN(CC(=O)Nc1ccccc1C(F)(F)F)C(=O)c1ccccc1Cc1ccccc1 was read as TRPC4 PAM inactive, KCNQ1 pot inactive, Dyrk1A ADPGlo -1, hERG rescue -15, KCNQ1 inh inactive, TRPC4 agonist inactive, KCNK9 block inactive, HDAC3 inh 5, ANO1 block inactive, TMEM16A act inactive and KCNK3 block inactive.
Cc1cccc(NC(=O)c2ccc(N(C)C3CCCCC3)c([N+](=O)[O-])c2)n1 was read as TRPC4 PAM inactive, KCNQ1 pot inactive, Dyrk1A ADPGlo -2, hERG rescue -12, KCNQ1 inh inactive, TRPC4 agonist inactive, KCNK9 block inactive, HDAC3 inh 6, ANO1 block inactive, TMEM16A act inactive and KCNK3 block -11*.
`COc1ccccc1N1CCN(c2ncnc3sc(C)c(-c4ccccc4)c23)CC1` gave TRPC4 PAM inactive, KCNQ1 pot inactive, Dyrk1A ADPGlo -6, hERG rescue -6, KCNQ1 inh 9*, TRPC4 agonist inactive, KCNK9 block -17*, HDAC3 inh 7, ANO1 block inactive, TMEM16A act inactive and KCNK3 block -14*.
Cc1cccc(NC(=O)CSc2nnc(NC(=O)CN3CCCCC3)s2)c1 was read as TRPC4 PAM inactive, KCNQ1 pot inactive, hERG rescue -9, KCNQ1 inh inactive, TRPC4 agonist inactive, KCNK9 block inactive, HDAC3 inh -7 and ANO1 block inactive.

Compound activity: PubChem, several laboratories
